RPL19A TOR yeast – alters RPL19A-GFP fluorescence in TOR pathway yeast screen; S. cerevisiae RPL19A-GFP strain, flow cytometry, 3 h; hits give low values; percent response vs DMSO, % at 10 µM; hit rate 0.3% among 330,000; AID 2025;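 active = percent response vs DMSO below 50%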;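 also: median channel GFP fluorescence of the barcoded RPL19A-GFP strain; ratio of sample median GFP to plate DMSO average so 100% = DMSO; lower means less RPL19A-GFP as with rapamycin TOR inhibition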
CIT2-GFP yeast – alters CIT2-GFP fluorescence in TOR pathway yeast screen | S. cerevisiae CIT2-GFP strain, flow cytometry, 3 h; 100 means same as DMSO wells | AID 2029 | GFP response vs DMSO, % at 10 µM | hit rate 0.065% among 320,000;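 active = GFP response relative to DMSO above a set limit, near the screen mean plus 3 SD, cut at about 150% in these data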;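 also: ratio of well median GFP fluorescence to mean of DMSO wells on the plate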
CR mimetic SO – yeast age-related superoxide inhibition as caloric restriction mimetic; S. cerevisiae aged cells, superoxide DHE fluorescence; hits give low values; superoxide response (% of plate mean), % at 10 µM; hit rate 0.18% among 330,000; AID 2690;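 active = superoxide response under a set limit, about three screen SD below normal, cut at about 65% in these data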;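 also: yeast aged for seven days with compound at 30 °C before DHE staining; 100% = average MFI of all compound-treated wells on the plate with controls excluded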
GRK2 aptamer HTS – blocks RNA aptamer binding to human GRK2; bead flow cytometry, FAM-aptamer displacement from GRK2; inhibition of aptamer binding, % at 10 µM; hit rate 0.59% among 330,000;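 active = inhibition of aptamer binding above 40%, roughly 3 SD of noise, on plates passing a quality check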;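 also: median bead fluorescence of bound FAM aptamer so fluorescent compounds give negative values; no value below 0 was filed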
Target sequence (P25098 whole entry, looked up): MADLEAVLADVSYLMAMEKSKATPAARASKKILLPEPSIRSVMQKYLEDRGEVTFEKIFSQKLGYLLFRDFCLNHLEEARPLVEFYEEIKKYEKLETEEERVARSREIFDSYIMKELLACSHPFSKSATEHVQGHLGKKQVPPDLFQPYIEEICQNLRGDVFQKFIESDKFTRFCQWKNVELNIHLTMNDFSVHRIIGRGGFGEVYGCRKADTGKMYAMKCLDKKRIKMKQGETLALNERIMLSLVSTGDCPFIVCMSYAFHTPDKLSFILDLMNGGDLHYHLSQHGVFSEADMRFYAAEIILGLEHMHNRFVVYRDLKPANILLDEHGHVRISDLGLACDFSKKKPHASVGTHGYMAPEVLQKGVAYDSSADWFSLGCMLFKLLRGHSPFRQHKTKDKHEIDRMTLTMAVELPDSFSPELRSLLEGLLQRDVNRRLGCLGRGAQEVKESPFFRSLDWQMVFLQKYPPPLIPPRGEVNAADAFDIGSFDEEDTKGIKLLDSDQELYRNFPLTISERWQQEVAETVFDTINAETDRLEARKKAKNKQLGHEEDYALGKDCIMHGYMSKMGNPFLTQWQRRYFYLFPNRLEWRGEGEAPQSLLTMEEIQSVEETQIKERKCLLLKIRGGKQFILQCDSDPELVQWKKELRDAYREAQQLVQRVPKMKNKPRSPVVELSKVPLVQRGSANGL
VLA-4 inh – inhibition in a human VLA-4 binding assay | P13612 | VLA-4 expressing cells, ligand binding flow cytometry | hit rate 0.2% among 330,000 | inhibition, % (about 7 µM as worked out from the volumes in the protocol) | AID 2557; in the data active = inhibition above about 50%
AGP1-GFP MLPCN – yeast TOR pathway AGP1-GFP modulation; GFP response vs DMSO, % at 10 µM; S. cerevisiae AGP1-GFP multiplex flow cytometry, 3 h; GFP as percent of DMSO wells; AID 2066; hit rate 0.02% among 320,000;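 active = GFP response relative to DMSO above a set limit, near screen average plus 3 SD, cut at about 150% in these data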;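 also: median GFP channel fluorescence of the gated AGP1 strain per well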
MEP2 TOR yeast – yeast TOR pathway MEP2-GFP modulation. S. cerevisiae MEP2-GFP strain, flow cytometry GFP, 3 h; 100% = DMSO control level. GFP response vs DMSO, % at 10 µM. hit rate 0.51% among 330,000. AID 2016;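 active = GFP response versus DMSO above a set limit, roughly screen mean plus 3 SD, cut at about 180% in these data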;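 also: median GFP fluorescence of the barcode-gated MEP2-GFP cells per well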
LAP4-GFP MLPCN – yeast TOR pathway LAP4-GFP modulation; S. cerevisiae LAP4-GFP multiplex, flow cytometry GFP, 3 h; median GFP as percent of DMSO wells; GFP response vs DMSO, % at 10 µM; hit rate 0.34% among 320,000; AID 2023;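 active = GFP response vs DMSO above a set limit, about the screen mean plus 3 SD, cut at about 150% in these data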
An asterisk follows results filed as active; nt = no result given. Outcome played no part in choosing rows; any-hit rate near 1.7%.

The first 3 entries (preview)
SMILES	RPL19A TOR yeast	CIT2-GFP yeast	CR mimetic SO	GRK2 aptamer HTS	VLA-4 inh	AGP1-GFP MLPCN	MEP2 TOR yeast	LAP4-GFP MLPCN
O=C(CCc1nc2sc3c(c2c(=O)[nH]1)CCCC3)NCCc1ccccc1	101	100	102	4	-7	105	107	104
CCOC(=O)Cn1c(-c2cccnc2Cl)nc2cc(Cl)c(Cl)cc21	99	103	103	0	-5	100	102	102
O=C(Oc1ccc(F)cc1)c1ccc2c(=O)n3c(nc2c1)CCC3	97	110	103	0	3	110	100	111

The listing, repeating the preview:
SMILES	RPL19A TOR yeast	CIT2-GFP yeast	CR mimetic SO	GRK2 aptamer HTS	VLA-4 inh	AGP1-GFP MLPCN	MEP2 TOR yeast	LAP4-GFP MLPCN
O=C(CCc1nc2sc3c(c2c(=O)[nH]1)CCCC3)NCCc1ccccc1	101	100	102	4	-7	105	107	104
CCOC(=O)Cn1c(-c2cccnc2Cl)nc2cc(Cl)c(Cl)cc21	99	103	103	0	-5	100	102	102
O=C(Oc1ccc(F)cc1)c1ccc2c(=O)n3c(nc2c1)CCC3	97	110	103	0	3	110	100	111
Cc1[nH]c2ccccc2c1/C=N/Nc1nc(Nc2ccc(F)cc2)nc(N2CCOCC2)n1	106	104	109	0	-11	111	99	103
O=C(NCc1ccccn1)c1nc(-c2cccs2)no1	110	108	85	0	24	108	113	101
CN(CC(=O)Nc1ccccc1Cl)C(=O)CSc1nncs1	93	94	84	5	-8	103	91	106
O=C(c1ccccc1C(F)(F)F)N1CCN(S(=O)(=O)c2ccccc2)CC1	103	101	96	1	33	107	111	103
CCOc1ccc(Cl)cc1S(=O)(=O)N1CCC(C(=O)NCc2cccnc2)CC1	104	109	94	1	7	106	105	104
CCOc1ccc(/C=N/NC(=O)c2ccc(F)cc2)cc1CN1CC2CC(C1)c1cccc(=O)n1C2 (stereo unspecified)	92	88	102	1	-4	87	91	88
CCSc1cc(Cl)nc(N)n1	103	108	94	0	4	105	106	112
CNC(=O)c1ccc(CN(C)CC(=O)Nc2ccccc2C(=O)NC2CC2)cc1	91	98	99	5	20	103	112	96
O=C(Cc1nn[nH]n1)c1ccccc1O	109	116	89	0	13	112	111	100
CN(C)c1ccc(NC(=O)c2ccc([N+](=O)[O-])cc2Cl)cc1	104	107	106	2	3	99	108	95
O=C(CCS(=O)(=O)c1ccc(Cl)cc1)N1CCN(c2ccccc2F)CC1	100	91	102	0	-10	102	93	108
CN(c1ccccc1)S(=O)(=O)c1ccc(C(=O)NCCc2ccc(F)cc2)cc1	99	98	105	1	8	99	102	100
Cc1ccc(NC(=O)/C=C/c2ccc3c(c2)OCO3)cc1S(=O)(=O)N1CCOCC1	100	105	96	0	0	99	103	91
CC(=O)c1c(C)n(-c2ccc(Br)cc2)c2ccc(O)cc12	98	99	104	0	4	100	103	102
CN1CCN(c2ccccc2NC(=O)c2ccc(F)cc2)CC1	98	100	91	0	12	101	98	101
CCn1c(-c2ccc(F)cc2)cnc1SCC(=O)N1CCc2ccccc21	96	90	88	0	-1	98	97	106
CCOC(=O)c1c(C)c(C(=O)NCc2ccco2)c(C)n1Cc1ccccc1	100	98	126	5	29	102	98	104
COc1ccc(CN2CCC(C(=O)NCCc3ccc(OC)c(OC)c3)CC2)c(OC)c1	nt	95	114	3	8	101	94	97
Cc1ccccc1OC(C)C(=O)Nc1ccc2c(c1)OCO2 (stereo unspecified)	97	107	105	3	-16	99	101	100
CC(C)CN1CCN(Cc2cccn2-c2cccnc2)CC1CCO (stereo unspecified)	98	102	69	0	-5	106	100	107
COC(=O)c1ccccc1S(=O)(=O)N(CCCN1CCOCC1)Cc1cccs1	98	84	110	0	8	97	100	93
Cc1cc(NC(=O)c2ccc(Cl)cc2)ccc1NC(=O)c1ccccc1Cl	98	102	110	2	-5	103	107	108
(more compounds)
SMILES	RPL19A TOR yeast	CIT2-GFP yeast	CR mimetic SO	GRK2 aptamer HTS	VLA-4 inh	AGP1-GFP MLPCN	MEP2 TOR yeast	LAP4-GFP MLPCN
CSc1ccccc1NS(=O)(=O)c1ccccc1	104	98	110	0	1	105	106	100
COc1cc(NC(=O)c2ccc([N+](=O)[O-])cc2)ccc1NC(=O)C(C)C	101	101	94	1	38	107	107	108
COc1cccc(/C=N/NC(=O)c2cc3cc([N+](=O)[O-])ccc3s2)c1O	94	86	89	87*	23	90	90	87
COc1cc(/C=N\Nc2nc(-c3ccc(C)cc3)c(NC(C)=O)s2)ccc1O	115	121	103	1	-3	103	115	104
O=C(CCn1nc(-c2ccc(Cl)cc2)ccc1=O)NCc1ccccn1	97	108	100	5	-1	27	112	103
O=C(CSc1nnc(Cc2cccs2)n1-c1ccccc1)NC1CCCCC1	100	101	112	1	3	106	102	103
Cc1cc(Br)ccc1OCCN1CCCC1	98	98	94	0	3	89	97	84
COc1ccc(C(=O)O)cc1NC(=S)NC(=O)C(c1ccccc1)c1ccccc1	97	105	107	4	-19	100	101	98
Cc1c(NC(=O)c2cc(-c3ccc(F)cc3)on2)c(=O)n(-c2ccccc2)n1C	86	87	103	0	2	91	71	76
CCOc1ccc(-c2c[n+]3c(n2-c2ccccc2)CCCCC3)cc1	107	105	108	0	1	100	109	98
S=c1[nH]c(-c2ccccc2)cs1	101	88	97	0	6	99	91	118
O=C(O)c1ccc(NS(=O)(=O)c2ccc(C(=O)Nc3ccccc3)cc2)cc1	103	106	104	5	0	96	101	81
CC(=O)Nc1ccc(S(=O)(=O)NC2CC3CCC2C3)cc1 (stereo unspecified)	105	110	101	nt	7	92	96	96
CCC(c1nnnn1Cc1ccc2c(c1)OCO2)N1CCN(c2ccc(F)cc2)CC1 (stereo unspecified)	96	97	101	4	7	nt	95	92
O=C(N/N=C/c1cccc([N+](=O)[O-])c1)c1cc(-c2ccc3c4c(cccc24)CC3)n[nH]1	105	98	115	0	2	95	102	87
Cc1nc2nc(SCC(=O)NCCCN3CCCC(C)C3)nn2c(C)c1Cc1ccccc1Cl (stereo unspecified)	102	105	92	0	9	110	97	104
S=c1[nH]cc(-c2ccc(Cl)cc2)n1Cc1ccccc1	99	96	132	3	4	101	103	101
O=C(Cc1ccccc1)NNC(=O)Nc1cccc(Cl)c1	102	108	100	1	1	104	111	100
CN(Cc1cnccn1)Cc1nc(Cc2ccccc2F)no1	95	98	99	0	11	105	97	107
Cc1ccc(CN(C)c2nc(-c3cccnc3)nc3ccccc23)o1	106	103	94	5	5	101	107	107
C=CCc1cccc2cc(C(=O)NNC(=O)c3ccncc3)c(=O)oc12	99	100	92	1	8	103	99	109
COc1ccc(CC2NCCC3(O)CCCCC23)cc1 (stereo unspecified)	105	110	94	0	-2	105	105	105
CCOC(=O)N1CCN(Cc2cccs2)CC1	96	93	112	0	12	97	104	93
Nc1nc(-c2cccnc2)nn1C(=O)COc1ccccc1	97	100	98	2	3	101	94	93
CCOc1ccccc1C(=O)Nc1ccc(S(=O)(=O)N2CCOCC2)cc1	100	98	110	0	9	100	104	101

Laid out differently: 15 of the compounds above
compound | RPL19A TOR yeast | CIT2-GFP yeast | CR mimetic SO | GRK2 aptamer HTS | VLA-4 inh | AGP1-GFP MLPCN | MEP2 TOR yeast | LAP4-GFP MLPCN
CCn1c(-c2ccc(F)cc2)cnc1SCC(=O)N1CCc2ccccc21 | 96 | 90 | 88 | 0 | -1 | 98 | 97 | 106
CCOC(=O)c1c(C)c(C(=O)NCc2ccco2)c(C)n1Cc1ccccc1 | 100 | 98 | 126 | 5 | 29 | 102 | 98 | 104
COc1ccc(CN2CCC(C(=O)NCCc3ccc(OC)c(OC)c3)CC2)c(OC)c1 | nt | 95 | 114 | 3 | 8 | 101 | 94 | 97
Cc1ccccc1OC(C)C(=O)Nc1ccc2c(c1)OCO2 (stereo unspecified) | 97 | 107 | 105 | 3 | -16 | 99 | 101 | 100
CC(C)CN1CCN(Cc2cccn2-c2cccnc2)CC1CCO (stereo unspecified) | 98 | 102 | 69 | 0 | -5 | 106 | 100 | 107
COC(=O)c1ccccc1S(=O)(=O)N(CCCN1CCOCC1)Cc1cccs1 | 98 | 84 | 110 | 0 | 8 | 97 | 100 | 93
Cc1cc(NC(=O)c2ccc(Cl)cc2)ccc1NC(=O)c1ccccc1Cl | 98 | 102 | 110 | 2 | -5 | 103 | 107 | 108
CSc1ccccc1NS(=O)(=O)c1ccccc1 | 104 | 98 | 110 | 0 | 1 | 105 | 106 | 100
COc1cc(NC(=O)c2ccc([N+](=O)[O-])cc2)ccc1NC(=O)C(C)C | 101 | 101 | 94 | 1 | 38 | 107 | 107 | 108
COc1cccc(/C=N/NC(=O)c2cc3cc([N+](=O)[O-])ccc3s2)c1O | 94 | 86 | 89 | 87* | 23 | 90 | 90 | 87
COc1cc(/C=N\Nc2nc(-c3ccc(C)cc3)c(NC(C)=O)s2)ccc1O | 115 | 121 | 103 | 1 | -3 | 103 | 115 | 104
O=C(CCn1nc(-c2ccc(Cl)cc2)ccc1=O)NCc1ccccn1 | 97 | 108 | 100 | 5 | -1 | 27 | 112 | 103
O=C(CSc1nnc(Cc2cccs2)n1-c1ccccc1)NC1CCCCC1 | 100 | 101 | 112 | 1 | 3 | 106 | 102 | 103
Cc1cc(Br)ccc1OCCN1CCCC1 | 98 | 98 | 94 | 0 | 3 | 89 | 97 | 84
COc1ccc(C(=O)O)cc1NC(=S)NC(=O)C(c1ccccc1)c1ccccc1 | 97 | 105 | 107 | 4 | -19 | 100 | 101 | 98

(further entries)
SMILES	RPL19A TOR yeast	CIT2-GFP yeast	CR mimetic SO	GRK2 aptamer HTS	VLA-4 inh	AGP1-GFP MLPCN	MEP2 TOR yeast	LAP4-GFP MLPCN
O=C(c1noc2c1CCCCC2)N1CCOCC1	103	97	101	5	nt	96	109	104
Cc1nc(CSc2nnc(Nc3cccc(C)c3C)s2)cs1	111	99	121	1	32	102	108	100
COc1cc(OC)cc(C(=O)NNC(=O)c2ccccn2)c1	101	100	93	0	15	96	99	91
CC(C)COP(=O)(c1ccc(N(C)C)cc1)C(O)c1ccc(N(C)C)cc1 (stereo unspecified)	120	110	99	0	1	113	116	103
Cc1ccc(-c2csc(NC(=O)C[n+]3cc(-c4ccccc4)n4c3CCC4)n2)cc1	95	92	94	0	21	97	97	113
N#CCCN(NC1=NS(=O)(=O)c2ccccc21)C(=O)c1ccccc1Br	95	97	119	0	-6	90	95	86
COc1ccc(OC)c(NC(=O)C2CCCN(S(=O)(=O)c3cccc4nonc34)C2)c1 (stereo unspecified)	100	106	102	3	24	101	100	96
CCCCCNC(=O)N[C@H](C(=O)O)C(C)C	109	108	92	1	-5	101	96	86
CCOc1ccccc1NC(=S)N1CCCCCC1	104	103	101	4	-9	98	104	82
Cc1ncoc1C(=O)Nc1ccc(Oc2ccccc2)cc1	98	79	121	2	4	99	101	117
O=C(O)CSCC(=O)N1CCN(c2ccnc3cc(Cl)ccc23)CC1	100	92	120	1	25	98	98	100
CC(=O)Nc1ccc(OCCOc2ccccc2C(C)=O)cc1	101	104	105	0	-5	107	101	104
COc1ccccc1N1CCN(S(=O)(=O)c2ccc(Br)s2)CC1	106	104	100	0	1	nt	104	111
CCC(C(=O)NCc1ccncc1)c1ccccc1 (stereo unspecified)	98	97	101	10	18	105	100	99
O=C(COc1ccccc1Br)Nc1ccc(S(=O)(=O)N2CCCC2)cc1	109	101	129	6	3	108	106	105
CC(=O)Oc1oc(-c2ccccc2)nc1/C=N/c1ccccn1	93	86	88	3	36	80	89	140
c1ccc(-c2sc3ccccc3c2-c2ccc(OCCN3CCOCC3)cc2)cc1	88	78	89	2	6	86	97	121
Cc1cccc(C(=O)NC(C)c2ccc(-n3ccnc3)cc2)c1C (stereo unspecified)	104	96	100	0	-2	99	106	102
